TNAP inh no acc – human TNAP enzyme inhibitors, primary screen, biochemical, luminescent, no phosphate acceptor, uHTS; Alkaline phosphatase, tissue-nonspecific isozyme (Homo sapiens), P05186; actives 0.26% (n = 200,000); purified TNAP, CDP-star luminescence, 30 min; inhibition, % at 20 µM;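 active means tissue-nonspecific alkaline phosphatase inhibition above about 50% at 20 µM in the single-dose screen, limit read from the data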;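 further: 0% = DMSO negative control and 100% = EDTA positive control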
Target sequence (P05186 whole entry, looked up): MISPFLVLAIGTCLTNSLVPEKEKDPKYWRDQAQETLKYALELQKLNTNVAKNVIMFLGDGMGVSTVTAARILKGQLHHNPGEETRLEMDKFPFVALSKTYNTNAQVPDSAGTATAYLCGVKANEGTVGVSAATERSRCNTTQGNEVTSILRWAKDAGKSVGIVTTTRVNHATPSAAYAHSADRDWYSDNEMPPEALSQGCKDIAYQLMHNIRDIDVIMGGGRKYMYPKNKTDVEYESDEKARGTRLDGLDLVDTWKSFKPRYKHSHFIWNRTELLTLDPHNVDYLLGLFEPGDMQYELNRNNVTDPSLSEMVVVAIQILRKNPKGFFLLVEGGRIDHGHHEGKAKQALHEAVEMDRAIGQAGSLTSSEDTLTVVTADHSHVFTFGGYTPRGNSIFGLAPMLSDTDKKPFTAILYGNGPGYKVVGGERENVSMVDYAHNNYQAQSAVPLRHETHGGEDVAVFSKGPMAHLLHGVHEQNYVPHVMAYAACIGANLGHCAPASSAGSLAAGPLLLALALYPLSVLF
TNAP inh hi DEA – human TNAP enzyme inhibitors, primary screen, biochemical, luminescent, high phosphate acceptor level, uHTS; Alkaline phosphatase, tissue-nonspecific isozyme (Homo sapiens), P05186; purified TNAP, CDP-star luminescence, 1 M DEA; inhibition, % at 20 µM; actives 0.03% (n = 200,000);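 active means over 50% inhibition of tissue-nonspecific alkaline phosphatase at 20 µM in the single-dose screen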;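 further: plate controls were DMSO wells for no effect and EDTA-quenched wells as full inhibition for full effect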
TNAP act hiacc – TNAP activators at high phosphate acceptor level, primary screen, biochemical, luminescence, uHTS | 200,000 tested, under 10 active | AID 1136, 2008 | activation factor at 20 µM | Alkaline phosphatase, tissue-nonspecific isozyme (Homo sapiens), P05186 | purified TNAP, CDP-star luminescence, 1 M DEA, 30 min; active compounds read high; 0 = EDTA background, 1 = DMSO-only activity;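 active means activation factor at least 2 at 20 µM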
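Measured by: Luminescent substrate turnover signal | Test system: Human TNAP | Input: TNAP 1/800 final | Dosing: 20 µM single point | Schedule: 30 min, room temperature | Controls: EDTA wells as negative control, DMSO wells as positive control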
Diaphorase act – compounds boosting diaphorase resazurin reduction – biochemical, uHTS, resorufin fluorescence, counter-screen for diaphorase-coupled primary assays, primary screen. Diaphorase/resazurin coupled assay, 16 min; active compounds read high; 1 = vehicle wells, 0 = NADH-free wells. activation factor at 20 µM. actives 0.005% (n = 190,000). AID 1229, 2008;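 active means diaphorase activity raised at least twofold by the compound at 20 µM; inactive means activation factor below 2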
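test system = bacterial diaphorase enzyme (C. kluyveri) | quantity = enzyme 0.07 U/mL final | reagent = NADH substrate 0.114 mM plus resazurin dye 0.1 mM, final | incubation = 16 min enzyme reaction, ambient temperature | buffer or medium = HEPES pH 7.4 buffer with MgCl2 and Tween 20 | signal = fluorescence of resorufin, 544 nm excitation, 590 nm emission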
G6PDH CS – L. mesenteroides G6PDH inhibitors, counter-screen for G6PDH-coupled screening assays, biochemical, Leuconostoc mesenteroides enzyme; inhibition, % at 5 µM; actives 0.12% (n = 200,000); Purified L. mesenteroides G6PDH, diaphorase/resazurin coupled fluorescence, 45 min; glucose-6-phosphate dehydrogenase [Leuconostoc mesenteroides]; in the data active means inhibition above about 50%
PMI act satM6P – human PMI activators, high substrate, primary screen, biochemical, fluorescence intensity, near-saturating mannose 6-phosphate. activation factor at 20 µM. AID 1216, 2008. coupled PMI enzyme assay, resazurin fluorescence, 20 min; active compounds read high; 1 = untreated enzyme, 0 = substrate-free blank. actives 0.34% (n = 190,000);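 active means activation factor of 2 or more at 20 µM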
Target sequence (P34949 whole entry, looked up): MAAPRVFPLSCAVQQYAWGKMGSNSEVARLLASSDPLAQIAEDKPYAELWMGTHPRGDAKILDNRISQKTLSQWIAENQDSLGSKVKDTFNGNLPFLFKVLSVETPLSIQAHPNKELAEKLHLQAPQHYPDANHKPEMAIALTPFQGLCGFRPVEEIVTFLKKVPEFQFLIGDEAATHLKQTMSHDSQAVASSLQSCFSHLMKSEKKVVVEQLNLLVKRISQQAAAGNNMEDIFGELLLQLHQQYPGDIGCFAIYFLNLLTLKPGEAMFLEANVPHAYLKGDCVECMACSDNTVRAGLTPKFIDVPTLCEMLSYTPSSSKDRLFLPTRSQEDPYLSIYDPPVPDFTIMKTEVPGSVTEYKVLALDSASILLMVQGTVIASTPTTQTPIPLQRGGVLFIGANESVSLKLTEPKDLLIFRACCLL
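Test system: Human PMI in coupled enzyme assay | Input: 15 ng/mL PMI | Medium: HEPES-buffered pH 7.4 with magnesium and detergent | Compound: One concentration, 20 µM, in 1% DMSO | Incubation: Enzyme reaction with compound 20 min at room temperature | Detection: Diaphorase-driven resazurin-to-resorufin fluorescence, excitation 544, emission 590 nm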
Diaph inh CS – diaphorase inhibitors and chemical oxidizers, primary screen, counter-screen for diaphorase-coupled primary assays, biochemical, uHTS, resorufin fluorescence | diaphorase resazurin-to-resorufin fluorescence, NADH, 16 min; bacterial (C. kluyveri) enzyme, not human | inhibition, % at 20 µM | actives 0.69% (n = 190,000) | AID 1217, 2008;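 active means primary screen inhibition at 20 µM above a set limit, cut at about 50% in these data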;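 further: plate controls were DMSO with full reaction for no effect and wells lacking NADH for full effect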
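System: Bacterial diaphorase enzyme (C. kluyveri) | Incubation: 16-min room-temperature incubation before reading | Benchmarks: No-NADH positive control and DMSO neutral control | Measured by: Resorufin fluorescence 544/590 nm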
HMGR II inh – inhibitors of E. faecalis class II HMGR, primary screen, biochemical, Enterococcus faecalis; actives 0.41% (n = 190,000); inhibition, % at 10 µM; AID 1066, 2008; purified E. faecalis HMGR, NADPH absorbance 340 nm kinetic; HMG-CoA reductase (Enterococcus faecalis, mvaE);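 active means inhibition above a set limit, the median over all tested compounds plus 3 SD, cut at about 9.5% in these data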;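 further: enzyme runs in reverse so mevalonate oxidation gives rising NADPH absorbance; 0% = complete reaction with DMSO and 100% = background rate lacking mevalonate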
PMI activator – activators of human PMI, primary screen, biochemical, fluorescence intensity, near-Km mannose 6-phosphate | purified human PMI, coupled resazurin fluorescence, 20 min; active compounds read high; 1 = vehicle control, 0 substrate-free wells | actives 0.005% (n = 190,000) | Mannose-6-phosphate isomerase (Homo sapiens), P34949 | AID 1214, 2008 | activation factor at 20 µM;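 active means activation factor of 2 or more at 20 µM, relative to plate controls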
FLuc act counter – FLuc activators, initial screening, artefact control for FLuc-dependent activation tests, biochemical, ATPlite luminescence; Luciferin 4-monooxygenase (Photinus pyralis), P08659; ATPlite luciferase biochemical, 10 min; 0 = ATP-free wells, 1 = DMSO control; activation factor at 10 µM; 200,000 tested, under 10 active;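 active means luciferase activation factor, scaled between plate controls, of at least 2 with compound at 10 µM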
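Material: Luciferase/luciferin reagent mix; Doses: test compounds dosed from 2 mM stocks in 100% DMSO; Schedule: 10 min incubation after luciferase reagent addition, room temperature; Measured by: luminescence from luciferase reaction; Read-out: luminescence gain marking luciferase activators.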
* marks the source's active call; other numbers are inactive results; . = not tested or not shown.

SMILES	TNAP inh no acc	TNAP inh hi DEA	TNAP act hiacc	Diaphorase act	G6PDH CS	PMI act satM6P	Diaph inh CS	HMGR II inh	PMI activator	FLuc act counter
Cc1ccc(NC(=O)CS(=O)CC(=O)Nc2ccc3c(c2)OCO3)cc1Cl (stereo unspecified)	-6	-3	1	0.9	4	0.9	12	3	1	1
Cc1nc(S(=O)(=O)c2ccc(Cl)cc2)nc2c1CCC2	-11	-6	1.1	0.9	5	1.1	10	3	1	1.1
CC(=O)c1ccc(NC(=O)CSc2nnc(Cc3cccn3C)n2-c2ccc(F)cc2)cc1	7	-5	1.1	1	10	1	-5	-7	1.1	1.1
CCNC(=S)/N=C(\N)Nc1nc(C)c2cc(C)ccc2n1	-11	-1	1	0.7	-3	1	31	-4	0.9	0.8
CCOc1ccc(-c2cc3cc(OC)c(OC)cc3c(C)n2)cc1	-9	-4	1	1	5	0.9	4	-5	1	1
Cc1ccsc1C(=O)OCC(=O)Nc1cccc(S(=O)(=O)NC2=NCCCCC2)c1	0	-2	1	1	5	1	0	-7	1	1
Cc1nn(Cc2ccc(Cl)cc2)c(C)c1NC(=O)C1CC=CCC1C(=O)O (stereo unspecified)	-3	-5	1	1	3	1	-1	-1	1	1
COc1ccc(S(=O)(=O)N2CCSC2c2ccc(N)cc2)cc1 (stereo unspecified)	-6	-5	1	0.9	2	0.8	12	-5	0.9	1.1
O=C(c1ccc(CNS(=O)(=O)c2ccccc2)cc1)N1CCN(Cc2ccccc2)CC1	-2	2	1	1	-2	1	4	-1	1	1
CCN(CC)CCn1c(NCc2ccc(C)o2)nc2ccccc21	-10	-2	1	1	1	1	3	-3	1	1
COc1ccc(CC2(CO)CCN(C(=O)NCc3ccccc3)CC2)cc1	-7	-1	1	.	9	.	.	-3	.	1
O=c1c(Cl)c(NCc2ccco2)cnn1C12CC3CC(CC(C3)C1)C2	-6	-4	1	0.9	7	0.9	14	-1	0.9	0.9
COC(=O)c1sccc1NC(=O)COc1ccccc1Cl	-6	4	1	0.9	-20	1	10	-5	0.9	1
COC(=O)c1c(-c2ccco2)csc1NC(=O)C1CC=CCC1C(=O)O (stereo unspecified)	-20	-1	1	0.7	11	0.4	28	1	0.5	1
CCCc1nc(N)c(C#N)c(-c2ccco2)c1CC	-4	-1	1	0.8	14	1	15	-4	0.9	1
Nc1ccc(NC(=O)c2cccs2)c(Cl)c1	-9	-1	1	0.9	1	1	7	-7	1.1	1
O=S(=O)(NCC(c1ccco1)N1CCN(c2ccc(F)cc2)CC1)c1ccc2c(c1)OCCO2 (stereo unspecified)	-11	4	1	0.8	-1	0.9	20	-1	0.8	1
CC1=CC(C)(C)N(C(=O)C(C)N2C(=O)c3ccccc3C2=O)c2c(C)cc(C)cc21 (stereo unspecified)	-3	0	1	0.9	2	1	12	1	1	1.1
Cc1cccc(S(=O)(=O)C(C#N)c2nc3ccccc3nc2N2CCCC2)c1 (stereo unspecified)	-10	-6	1.1	0.7	8	1.9	28	-3	1.4	1.1
Cc1c(Cl)cccc1NC(=O)c1cc(C2CC2)on1	-14	-8	1.1	0.8	5	0.9	23	2	1	1
O=C(Cn1nnc(-c2cccc(C(F)(F)F)c2)n1)N1CCOCC1	-21	-10	1.1	0.9	0	1	12	0	1	1.1
Cc1ccc(C(=O)N/C(=C\c2ccccc2)C(=O)OCc2ccccc2)cc1	-2	5	1	0.8	-13	0.9	15	-1	0.8	1
CCCCCC(/C=N/Nc1ccc(S(=O)(=O)N2CCOCC2)cc1[N+](=O)[O-])=C\c1ccccc1	13	12	0.9	0.9	3	1	14	-2	1	1
O=C(O)c1ccccc1-c1ccc(/C=c2\sc3nc4cc(Br)cnc4n3c2=O)o1	6	-2	1	0.4	16	1.1	56*	0	1.1	1
COCCN(C(=O)Cn1nnc2ccccc21)C(C(=O)NC1CCCC1)c1cc(OC)ccc1OC (stereo unspecified)	-11	-2	1	1	4	1	2	-1	1	1

Single values from above:
`O=C(O)c1ccccc1-c1ccc(/C=c2\sc3nc4cc(Br)cnc4n3c2=O)o1` in PMI activator shows 1.1
`Nc1ccc(NC(=O)c2cccs2)c(Cl)c1` in G6PDH CS shows 1
`CC1=CC(C)(C)N(C(=O)C(C)N2C(=O)c3ccccc3C2=O)c2c(C)cc(C)cc21` (stereo unspecified) in TNAP inh hi DEA shows 0
`O=C(c1ccc(CNS(=O)(=O)c2ccccc2)cc1)N1CCN(Cc2ccccc2)CC1` in TNAP act hiacc shows 1
`O=C(Cn1nnc(-c2cccc(C(F)(F)F)c2)n1)N1CCOCC1` in TNAP inh no acc shows -21
`CCCCCC(/C=N/Nc1ccc(S(=O)(=O)N2CCOCC2)cc1[N+](=O)[O-])=C\c1ccccc1` in FLuc act counter shows 1

(listing goes on)
SMILES	TNAP inh no acc	TNAP inh hi DEA	TNAP act hiacc	Diaphorase act	G6PDH CS	PMI act satM6P	Diaph inh CS	HMGR II inh	PMI activator	FLuc act counter
O=C(O)C1CCCN(S(=O)(=O)c2cccc3cccnc23)C1 (stereo unspecified)	-3	2	1	1	1	1	1	7	1	1
NS(=O)(=O)c1ccc(Nc2ccc3nonc3c2[N+](=O)[O-])cc1	6	13	0.9	0.8	7	0.7	18	-4	0.9	1
CCCCNC(=O)c1ccc(-n2c(=S)[nH]c3ccccc3c2=O)cc1	3	10	0.9	0.9	-1	1.1	6	0	1.1	1
COC(=O)c1ccc(CSc2cc(C)c3cccc(C)c3n2)o1	-9	-1	1	0.9	6	1	8	-2	1	1
CCOC(=O)C1=C(CN2CCSCC2)NC(=O)NC1c1ccc2c(c1)OCO2 (stereo unspecified)	-18	-5	1	0.9	3	1	12	-3	1	1
COc1cc(NS(=O)(=O)c2ccc(NC(=S)NC(=O)c3sc4ccccc4c3Cl)cc2)ncn1	26	3	1	1	-21	1	5	0	0.8	1
O=C(CCCCCNC(=O)c1ccccc1)N=Nc1c(O)[nH]c2c(Br)cc(Br)cc12	-62	4	1	0.7	21	0.8	29	-1	0.8	1
C#CCOCCOCCOCCNc1nc(N2CCN(C(=O)[C@H]([C@@H](C)CC)n3cc([C@@H](N)Cc4ccc(O)cc4)nn3)CC2)nc(N2CCN(C(=O)[C@H](CCCCN)n3cc([C@@H](N)C(C)CC)nn3)CC2)n1 (stereo partly specified)	-6	-10	1.1	0.7	9	1.1	34	0	1.1	1.1
CCOC(=O)N/N=C/c1c(C)nn(-c2cccc(C(F)(F)F)c2)c1Cl	0	2	1	0.8	5	1	20	1	0.8	1
COc1ccc(N2CCN(C(=O)/C=C/c3ccco3)CC2)cc1	-4	-2	1	0.9	-2	1	12	4	1.2	1
CN(C)CCNc1ccc(-c2nn(C)c(=O)c3ccccc23)cc1[N+](=O)[O-]	0	3	1	0.9	6	1	8	1	0.9	1.1
COC(=O)C(NC(C)=O)(Nc1nc2ccc(C)cc2s1)C(F)(F)F (stereo unspecified)	-12	-5	1	0.9	3	1	11	0	1	1
Cn1c(N)c(C(=O)CSc2nc3ccccc3c(=O)n2CCCN2CCOCC2)c(=O)n(C)c1=O	-11	-6	1.1	1	2	1	1	1	1	1
Cn1c(=S)n(/N=C/c2ccc3c(c2)OCO3)c2ccccc21	3	-6	1.1	0.8	15	1	16	0	1	1
O=C(NC(=S)N1CCCc2ccccc21)c1ccc(Cl)cc1	-3	0	1	0.7	21	1	27	-1	1.1	0.9
O=C(c1nn2c(C(F)(F)F)cc(-c3cccs3)nc2c1Cl)N1CCCc2ccccc21	15	-3	1	0.8	10	1.2	16	-3	1.1	1
COc1ccc(C(=O)C[n+]2ccc(-c3nnc4n3CCC4)cc2)cc1	4	11	0.9	1	-9	1.2	-2	1	1.4	1
COc1ccc(/C=N/S(=O)(=O)c2ccccc2)cc1OC	-3	-2	1	0.9	8	0.9	5	-4	0.8	1
CC1CCN(C(=O)Nc2ccc3nsnc3c2)CC1	-7	-2	1	0.7	28	0.4	26	-3	0.6	0.8
Cc1sc(NC(=O)C2CCCCC2C(=O)O)c(C(N)=O)c1-c1ccccc1 (stereo unspecified)	1	-2	1	0.9	5	1	10	0	1.1	0.5
CCOC(=O)C(C(=O)Nc1nccs1)C1CCCCC1 (stereo unspecified)	-2	-3	1	0.9	6	1	12	-2	1	1.1
Cc1cc(N2C(=O)CC(Cc3ccccc3)C2=O)no1 (stereo unspecified)	1	-6	1.1	0.8	4	0.9	17	-3	1	1
Cc1cc(C)c2c(=O)n(CC(=O)N3CCC(Cc4ccccc4)CC3)sc2n1	-1	-4	1	0.7	-41	0.8	29	3	0.8	1
CC(C)(C)C(=O)CC1(O)C(=O)N(Cc2ccccc2)c2ccccc21 (stereo unspecified)	-7	-2	1	1	7	0.9	3	-2	0.9	1.1
C=CCc1ccc(OCCCCCN2CCOCC2)c(OC)c1	-6	-1	1	0.9	1	0.9	11	-5	0.9	1
CCNC(=S)N/N=C/c1ccc(C#N)cc1	-13	-2	1	1	3	1.1	4	-1	1.1	0.8
O=C(Cn1nnc(-c2ccncc2)n1)Nc1ccc2c(c1)CCC2	-11	0	1	0.9	-1	0.8	10	-2	0.9	1
CC(C)OCCCNS(=O)(=O)c1ccc2c(c1)OCCO2	-8	-3	1	1	1	1	5	-6	1	1.1

A section from further up, as a working copy:
SMILES	TNAP inh no acc	TNAP inh hi DEA	TNAP act hiacc	Diaphorase act	G6PDH CS	PMI act satM6P	Diaph inh CS	HMGR II inh	PMI activator	FLuc act counter
COc1ccc(C(=O)C[n+]2ccc(-c3nnc4n3CCC4)cc2)cc1	4	11	0.9	1	-9	1.2	-2	1	1.4	1
COc1ccc(/C=N/S(=O)(=O)c2ccccc2)cc1OC	-3	-2	1	0.9	8	0.9	5	-4	0.8	1

Screens from PubChem BioAssay.
